TAAR1 agonist – agonists of human TAAR1 | Q96RJ0 | CHO RD-HGA16 TAAR1, Fluo-8 calcium fluorescence; vehicle wells 0%, saturating PEA agonist 100% | activation, % at 3 µM | actives 0.99% (n = 360,000) | AID 624467;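 active means activation above the mean activation of all test compounds in the run plus 3 SD, cut at about 38% in these data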
Target sequence (Q96RJ0 whole entry, looked up): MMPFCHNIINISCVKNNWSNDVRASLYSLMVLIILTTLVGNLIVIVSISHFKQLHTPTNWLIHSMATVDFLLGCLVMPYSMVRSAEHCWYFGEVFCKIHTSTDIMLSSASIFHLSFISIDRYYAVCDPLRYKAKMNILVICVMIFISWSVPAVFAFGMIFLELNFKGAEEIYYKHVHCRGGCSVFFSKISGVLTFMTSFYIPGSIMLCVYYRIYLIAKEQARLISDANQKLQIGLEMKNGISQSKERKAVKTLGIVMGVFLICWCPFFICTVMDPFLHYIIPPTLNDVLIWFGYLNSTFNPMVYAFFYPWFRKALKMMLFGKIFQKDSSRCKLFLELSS
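System: CHO-derived RD-HGA16 cells with stable Gα16 and human TAAR1 / Times: 17-24 h plating, Fluo-8 75 min 37 °C, 30 min RT / Technique: calcium-sensitive Fluo-8 signal, excitation 470-495, emission 515-575 nm / Measure: % activation relative to PEA EC100 response / Benchmarks: DMSO and PEA EC100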
CHO parental Ca – counter-screen for OX1R antagonists: effect in parental CHO cells; parental CHO-K1, ATP-induced calcium, Fluo-8 fluorescence; actives 0.63% (n = 330,000); AID 463079; inhibition, % at 5.6 µM;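 active means inhibition above that plate's mean sample inhibition plus 3 SD, cut at about 26% in these data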;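 further: 0% = ATP-challenged DMSO wells and 100% = DMSO wells without ATP; some compounds past the cut are filed as inactive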
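Assay system: parental CHO cells; Read-out basis: percent inhibition of ATP-evoked calcium rise, normalized to controls; Benchmarks: ATP and no-ATP DMSO wells; Compound dosing: single nominal dose of 5.6 µM per compound; Signal: Fluo-8 calcium dye fluorescence; Also added: ATP as calcium-mobilizing challenge; Repeats: singlicate.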
M1 PAM parental – counter-screen for M1 PAMs: effect in parental CHO-K1 cells | ATP EC20, Fluo-8 calcium fluorescence; 0% at ATP EC20, 100% at ATP max | actives 0.02% (n = 360,000) | activation, % at 3 µM | AID 602247;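 active means activation above the run cutoff, the mean activation of all test compounds plus 3 SD, cut at about 40% in these data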;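 further: peak over basal fluorescence ratio in a 140 s read after ATP addition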
CHO-K1 Ca antag – nonselective inhibitor or artifact in parental CHO-K1 cells; ATP-induced calcium, Fluo-8 fluorescence; inhibition, % at 3 µM; actives 0.6% (n = 360,000);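 active means inhibition above a per-plate cutoff, the plate's mean sample inhibition plus 3 SD, cut at about 24% in these data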;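 further: 0% = DMSO plus EC80 ATP and 100% = DMSO alone without ATP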
M1 PAM – human CHRM1 positive allosteric modulation; P11229; AID 588819; CHO-K1 hM1, Fluo-8 calcium fluorescence, ACh EC20; 0% = ACh EC20, 100% = maximal ACh; activation, % at 3 µM; actives 0.088% (n = 360,000); in the data active means activation above about 19%, passing the limit was not always enough
Target sequence (P11229 whole entry, looked up): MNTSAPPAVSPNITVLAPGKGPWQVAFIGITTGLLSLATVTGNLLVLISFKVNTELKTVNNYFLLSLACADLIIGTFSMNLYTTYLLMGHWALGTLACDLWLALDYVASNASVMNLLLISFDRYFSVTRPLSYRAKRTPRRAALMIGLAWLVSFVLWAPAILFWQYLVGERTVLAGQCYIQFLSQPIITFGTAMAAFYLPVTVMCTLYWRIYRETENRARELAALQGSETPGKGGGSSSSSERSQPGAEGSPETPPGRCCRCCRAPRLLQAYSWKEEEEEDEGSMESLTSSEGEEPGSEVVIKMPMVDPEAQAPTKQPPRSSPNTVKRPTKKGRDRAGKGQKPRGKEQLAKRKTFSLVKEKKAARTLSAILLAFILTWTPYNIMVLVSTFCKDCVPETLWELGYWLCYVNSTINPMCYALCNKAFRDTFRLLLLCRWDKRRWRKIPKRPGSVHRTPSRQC
CHO-K1 Ca ag – nonselective activator or artifact in parental CHO-K1 cells | actives 0.48% (n = 360,000) | activation, % at 3 µM | Fluo-8 calcium fluorescence; scaled to maximal ATP response, vehicle zero; in the data active means activation above about 15%;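 further: untransfected CHO-K1 host cells lacking M1 receptor as counterscreen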
M1 ag – human M1 muscarinic receptor agonism; P11229; CHO-K1 hM1, Fluo-8 calcium fluorescence, agonist mode; 0% DMSO, 100% acetylcholine EC100; activation, % at 3 µM; actives 0.33% (n = 360,000);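 active means activation above the run's mean compound activation plus 3 SD, cut at about 16% in these data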;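 further: peak over basal fluorescence ratio within a 140 s kinetic read after compound addition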
M1 antag – blocks human M1 muscarinic receptor; P11229; CHO-K1 hM1, Fluo-8 calcium fluorescence, ACh EC80 antagonist; inhibition, % at 3 µM; actives 1.3% (n = 360,000); AID 588852;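 active means percent inhibition above its own plate's cutoff, namely the mean of that plate's compound wells plus 3 SD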;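 further: peak over basal fluorescence ratio during 140 s after agonist addition; 0% = ACh EC80 plus DMSO and 100% = DMSO alone without agonist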
TAAR1 antag – human TAAR1 antagonism; Q96RJ0; CHO RD-HGA16 TAAR1, Fluo-8 calcium fluorescence, antagonist; inhibition, % at 3 µM; actives 1.5% (n = 360,000); AID 624466;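 active means inhibition above a per-plate cutoff, the mean inhibition of test compounds on that plate plus 3 SD, cut at about 49% in these data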;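 further: 0% = DMSO plus EC80 beta-PEA response and 100% = DMSO alone without agonist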
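System: CHO RD-HGA16 cells bearing hTAAR1. Reagent: EC80 β-phenethylamine stimulus. Schedule: seeding 17-24 h prior, 75-min 37 °C, 30-min RT dye loading. Signal: Fluo-8 intracellular calcium dye fluorescence, real-time kinetic reads. Read-out: % inhibition from peak post-agonist over basal fluorescence ratio. Benchmarks: vehicle wells and EC80 agonist wells. Replicates: n of 1.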
Starred values were filed as active, the others as inactive; · = no result given.

Values run as follows: M1 ag, CHO-K1 Ca antag, TAAR1 agonist, M1 PAM parental, M1 PAM, M1 antag, CHO-K1 Ca ag, TAAR1 antag, CHO parental Ca
CCOC(=O)C1CCN(CCC(=O)Nc2ccc(C)c(C)c2)CC1
    -5, -4, 0, 14, 8, -4, 6.6, 11, 3
Cc1ccc(C)c(C(=O)CN2C(=O)NC3(CCCCCCC3)C2=O)c1
    -5, -7, 0, 1, -5, 4, 0.6, -45, -19
O=C(O)CNC(=O)C(c1ccccc1)c1ccccc1
    -2, -13, -1, 8, 9, -11, 0.5, 20, 16
COc1cccc(CNC(=O)Cc2ccc(NC3=NC4CS(=O)(=O)CC4S3)cc2)c1 (stereo not given)
    -1, -4, 1, 20, 10, -18, 0.9, -6, 4
O=S(=O)(Nc1ccccc1N1CCCC1)c1ccccc1C(F)(F)F
    -8, -7, -2, 15, 0, -9, -0.7, 1, ·
CC(C)c1ccc(S(=O)(=O)NCCCN2CCOCC2)cc1
    -3, -9, 1, -11, 2, 2, 1.0, -8, ·
CC(=O)c1ccc(OC2(C)CCN(Cc3ccccc3OC(F)F)C2)cc1 (stereo not given)
    -9, 3, 0, 6, -13, 9, 0.4, 0, ·
COc1cc(/C=N/NC(=O)CCC(=O)NC2CCCCC2)ccc1C
    -4, -3, 4, 14, 7, 10, 4.0, -17, -13
Cc1nn2c(COc3ccc(NC(=O)c4ccccc4)cc3)nnc2c2ccccc12
    -9, -9, 1, -7, -10, 3, 1.5, 8, -15
CCOC(=O)NC(Nc1nnc(SCC)s1)(C(F)(F)F)C(F)(F)F
    -6, -8, 4, 16, 8, -21, 0.3, -17, -12
CN(CC(=O)NC(=O)Nc1ccccc1F)Cc1ccccc1
    0, -7, 1, 14, 6, -8, 3.4, -4, ·
O=S(=O)(NCCC1=CCCCC1)c1cccc2nsnc12
    -8, -12, 9, 26, -4, -1, 2.2, 7, ·
COc1cc(Cl)ccc1OCc1cc(C(=O)N2CCN(C)C(=O)[C@@H]2C)no1
    -1, -10, 0, 0, 3, -8, 1.0, 9, ·
CCC(C)N(C(=O)Cn1nnc2ccccc21)C(C(=O)NCc1ccco1)c1cccc(OC)c1 (stereo not given)
    -3, -9, 8, 18, 1, -26, 0.5, -5, -24
C/C(CC(=O)Nc1ccc(N(C)C)cc1)=N\NC(=O)c1ccccc1Cl
    -2, -19, 2, 23, 6, -7, 0.6, -6, ·
CCN(CC)C(=O)C1CCCN(c2ccc([N+](=O)[O-])cc2/C=N/NC(=O)c2ccccc2)C1 (stereo not given)
    -6, -7, 1, 29, 12, -13, 1.2, -2, -14
Cc1ccc(N2C(=O)SC(N(CC(=O)O)c3cccc(C)c3)C2=O)cc1 (stereo not given)
    -2, -7, 5, 18, 11, -31, -0.3, -1, -5
CCOC(=O)C1=C(COC(=O)c2ccc(Cl)nc2)NC(=O)NC1C (stereo not given)
    0, -13, 5, 21, 14, -15, 2.6, -4, ·
COc1cc(/C=N/NC(=O)C(N)=O)cc(OC)c1O
    0, -14, 1, 14, 10, -11, 0.5, -6, -10
COC(=O)c1cccc(NC(=S)N2CCN(c3ccccc3F)CC2)c1
    -8, -6, 6, 17, 6, -2, 4.3, 1, -23
Nc1nnc(SCC(=O)NCc2ccc3c(c2)OCO3)s1
    -2, -10, 0, 17, 12, -18, -0.2, 19, -14
Cc1cc(S(=O)(=O)N2CCOCC2)ccc1OCC(=O)Nc1ccccc1F
    -1, -6, 1, 1, 5, -3, 0.6, 8, 0
CS(=O)(=O)N1CCN(C(=O)c2c(F)cccc2F)CC1
    -5, -12, 0, 15, 6, -10, 0.5, 20, -4
COc1ccc(NC2CCCN(C(=O)CCn3cccn3)C2)cc1 (stereo not given)
    -2, -8, 5, 8, 10, -13, 0.8, -19, -12
CCCCn1c(=O)[nH]c(=O)c2c1nc(CN(C)Cc1cccc(OC)c1OC)n2CCC
    -5, -17, 2, 11, -1, -8, 4.1, -8, ·
CCOc1ccc(Nc2n[nH]c(=S)s2)cc1
    -6, -11, 1, 12, 10, -10, 0.7, -4, 4
Cc1ccc2c(c1)cc1c(=O)n(CC(=O)NCCN3CCCC3)nc(C)n12
    -5, 2, ·, -15, 2, -4, 0.0, ·, 0
Cc1cccc(OCCCC(=O)NCC(=O)Nc2cccc(C)c2C)c1
    2, -15, 3, 19, 1, 7, 0.5, -17, -24
COCc1cc(C)n(CC(=O)Nc2ccc(N3CCOCC3)cc2)c(=O)c1C#N
    -4, 9, 0, -10, 3, 0, 0.0, 1, 0
CCOC(=O)CCCC(=O)N1CCOCCOCCN(C(=O)CCCC(=O)OCC)CCOCCOCC1
    -4, -3, 11, 4, 11, -5, 0.0, -16, -6

Some values from the results shown:
Value of COc1cc(Cl)ccc1OCc1cc(C(=O)N2CCN(C)C(=O)[C@@H]2C)no1 in M1 ag: -1
Value of O=S(=O)(NCCC1=CCCCC1)c1cccc2nsnc12 in CHO-K1 Ca ag: 2.2

Back to the main list with the 6 entries that preceded the break.
Values run as follows: M1 ag, CHO-K1 Ca antag, TAAR1 agonist, M1 PAM parental, M1 PAM, M1 antag, CHO-K1 Ca ag, TAAR1 antag, CHO parental Ca
CCCCn1c(=O)[nH]c(=O)c2c1nc(CN(C)Cc1cccc(OC)c1OC)n2CCC
    -5, -17, 2, 11, -1, -8, 4.1, -8, ·
CCOc1ccc(Nc2n[nH]c(=S)s2)cc1
    -6, -11, 1, 12, 10, -10, 0.7, -4, 4
Cc1ccc2c(c1)cc1c(=O)n(CC(=O)NCCN3CCCC3)nc(C)n12
    -5, 2, ·, -15, 2, -4, 0.0, ·, 0
Cc1cccc(OCCCC(=O)NCC(=O)Nc2cccc(C)c2C)c1
    2, -15, 3, 19, 1, 7, 0.5, -17, -24
COCc1cc(C)n(CC(=O)Nc2ccc(N3CCOCC3)cc2)c(=O)c1C#N
    -4, 9, 0, -10, 3, 0, 0.0, 1, 0
CCOC(=O)CCCC(=O)N1CCOCCOCCN(C(=O)CCCC(=O)OCC)CCOCCOCC1
    -4, -3, 11, 4, 11, -5, 0.0, -16, -6
CCOC(=O)NC1(C(F)(F)F)NC(=O)N(Cc2ccco2)C1=O (stereo not given)
    -2, -5, 0, 23, -2, 0, 0.1, -12, -8
CC1(C)Cc2c(C#N)c(SCCC#N)nc(N3CCOCC3)c2CO1
    -7, -14, 7, 20, 11, -15, 2.1, 12, ·
O=C(O)c1cccc(-c2ccc(/C=C3/SC(=Nc4ccccc4)N(Cc4cccnc4)C3=O)o2)c1
    -1, -8, -1, 11, 9, -1, -0.9, 15, ·
COc1ccc(N(CC(=O)NC2CCCCC2)S(=O)(=O)c2cccs2)cc1
    -3, -8, 4, 0, 2, 1, -0.2, -2, -11
CCn1nnc(-c2ccccc2NC(=O)c2cc(OC)cc(OC)c2)n1
    -5, -20, 6, 2, -2, 3, -0.4, 34, -13
CCOc1ccc(NC(=O)c2[nH]c(C)c(C(C)=O)c2C)cc1
    -2, -16, 2, -10, 3, -10, 1.9, 7, -8
CCOC(=O)N(C)[C@H]1C[C@H]2c3[nH]c4ccccc4c3CCN2C[C@H]1[C@H](C)O
    -9, 5, 2, 18, 7, -4, 1.5, 1, ·
CCOC(=O)Cn1c(=O)c2c(nc3n2CCCN3Cc2ccccc2)n(C)c1=O
    -5, -1, 3, 0, -3, 6, 4.2, 3, -8
CNc1ccc(Br)cc(C(=O)/C=C/c2cccc(OC)c2)c1=O
    -2, -10, 22, 14, -1, 6, 0.3, 34, -10
CCn1ccnc1CN(C)C(=O)CCc1nnc(CCCc2ccccc2)o1
    -9, 24*, 9, -15, 5, 4, -0.1, 0, -10
COc1ccc(C(=O)/C=C/c2ccccc2)c(O)c1
    -4, -1, 1, 1, -4, 4, 0.1, -6, -21
Cc1cc(OCCCCN2C(=O)NC(C)(C)C2=O)ccc1[N+](=O)[O-]
    -2, -5, 8, -4, -10, 8, 17*, 33, 0
COC(=O)c1sc(N2C(=O)C(O)=C(C(=O)c3ccc(C)o3)C2c2ccc(OC)c(OC)c2)nc1C (stereo not given)
    -3, -11, 0, 15, 0, 5, 0.4, -43, ·
Cc1nnc2n(Cc3ccccc3)c(=O)c3c4c(sc3n12)COC(C)(C)C4
    -5, -13, 17, 25, 1, -6, -0.7, -25, -12
CC(=O)c1cccc(N(CC(=O)Nc2ccc(F)cc2)S(C)(=O)=O)c1
    -4, -5, 1, 11, 8, -17, -0.1, -14, -4

5 compounds from above, arranged by their value in M1 antag, falling:
mol,M1 antag
COC(=O)c1sc(N2C(=O)C(O)=C(C(=O)c3ccc(C)o3)C2c2ccc(OC)c(OC)c2)nc1C (stereo not given),5
COC(=O)c1cccc(NC(=S)N2CCN(c3ccccc3F)CC2)c1,-2
CCOC(=O)C1CCN(CCC(=O)Nc2ccc(C)c(C)c2)CC1,-4
Cc1nnc2n(Cc3ccccc3)c(=O)c3c4c(sc3n12)COC(C)(C)C4,-6
O=C(O)CNC(=O)C(c1ccccc1)c1ccccc1,-11
